TRPM1 prom inh = inhibitors of MITF-driven TRPM1 promoter in melanoma cells | SK-MEL-5 TRPM1 promoter luciferase, 24 h | inhibition, % at 12.5 µM | 330,000 compounds, 0.83% hits;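 active = mean inhibition across replicates of 60% or more, whatever share of single replicates reaches that level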; also: values of inactives mirror those of a sister screen read the other way
KKLEB tox = CF airway cell cytotoxicity counter-screen; AID 602141; activity change (cytotoxicity), % at 5 µM; 360,000 compounds, 0.36% hits; KKLEB CF airway cells viability, ATPlite luminescence, overnight; stronger effect = lower value; cells stimulated with P. aeruginosa culture filtrate;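 active = corrected activity change at or below -50% at 5 µM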
TWEAK-Fn14 inh = blocks TWEAK-Fn14 interaction in a reporter cell assay. inhibition, % at 10 µM. TWEAK-stimulated Fn14 reporter cells, luciferase luminescence, 8 h. 360,000 compounds, 2% hits. AID 1159606; in the data active = inhibition above about 50%
HIF-2a block = blocks HIF-2a reporter activity. AID 624352. inhibition, % at 18.8 µM. 360,000 compounds, 0.72% hits. 786-0 RCC cells HIF-2a reporter, luciferase luminescence, overnight;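 active = inhibition of the luminescence signal of 40% or more relative to plate controls, in a single-dose primary screen at 18.75 µM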
C8 TRAIL sens = caspase-8 TRAIL sensitization | inhibition (viability loss, TRAIL sensitization), % at 10 µM | 360,000 compounds, 1% hits | NB7+C8 cells + TRAIL, ATPlite viability luminescence | AID 624354;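 active = compounds causing at least 50% loss of cell viability in the single-dose screen, relative to plate controls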
NR2E3 ag-1 = agonists of human NR2E3 nuclear receptor; CHO-S Gal4-NCOR/VP16-NR2E3 two-hybrid, luciferase; inhibition of corepressor binding, % at 3.98 µM; 360,000 compounds, 0.35% hits; AID 602229;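 active = inhibition above the mean of all tested compounds plus 3 SD, cut at about 70% in these data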;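 also: 0% = DMSO with NR2E3 transfected cells and 100% = cells lacking NR2E3 construct; higher means lower luciferase signal from less NR2E3 corepressor binding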
Target sequence (Q9Y5X4 whole entry, looked up, the tested form may be a part): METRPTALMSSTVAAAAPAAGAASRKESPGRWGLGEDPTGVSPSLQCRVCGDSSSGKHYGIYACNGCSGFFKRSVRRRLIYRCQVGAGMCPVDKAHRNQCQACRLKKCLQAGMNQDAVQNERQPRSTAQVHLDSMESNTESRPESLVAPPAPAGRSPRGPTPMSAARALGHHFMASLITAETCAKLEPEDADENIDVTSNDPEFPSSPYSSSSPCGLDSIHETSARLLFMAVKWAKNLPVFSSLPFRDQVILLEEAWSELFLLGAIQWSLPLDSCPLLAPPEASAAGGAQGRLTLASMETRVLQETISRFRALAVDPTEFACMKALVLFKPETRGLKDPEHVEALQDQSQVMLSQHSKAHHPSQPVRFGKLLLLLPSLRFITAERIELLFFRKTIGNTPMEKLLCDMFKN
Shn3 inh set2 = Schnurri-3 reporter inhibition in Clone20 osteoblasts; inhibition, % at 12.5 µM; 360,000 compounds, 0.52% hits; Clone20 osteoblast Shn3 3'UTR firefly luciferase, 24 h;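 active = mean inhibition of at least 75% with every replicate also reaching 75%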;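 also: 0% = median of neutral control wells and 100% = pilot-screen positive control compound; some compounds past the cut are filed as inactive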
Peg3 prom inh = inhibitors of Peg3 promoter. inhibition, % at 20 µM. AID 588405. 360,000 compounds, 1.7% hits. HeLa PEG-Prom luciferase reporter, luminescence, overnight;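 active = inhibition of at least 50% at 20 µM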
NR2E3 ag-2 = NR2E3 (human) agonism; GST-NR2E3/biotin-RetCOR TR-FRET, 1536-well; inhibition of corepressor binding, % at 4.78 µM; 320,000 compounds, 0.12% hits; AID 2300;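 active = percent inhibition above the cutoff of mean plus 3 SD of all tested compounds, set per screening campaign, cut at about 20% in these data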;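 also: 0% = DMSO wells and 100% = biotin wells as full block of FRET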
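Format: 1536-well format; test system: GST-NR2E3 and biotin-RetCOR proteins; read-out basis: percent inhibition of TR-FRET ratio; timing: 5 h incubation at 4 °C; detection: time-resolved FRET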
TROY NFkB inh = TROY signaling inhibition; Q293 LMP1-TROYcd NF-kB luciferase reporter, 4 h; inhibition, % at 10 µM; 360,000 compounds, 0.98% hits;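 active = compounds whose plate-normalised and pattern-corrected inhibition of the luciferase reporter signal at the single screening dose is 50% or more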
CF NFkB inh = inhibitors of cystic fibrosis induced NF-kB; 360,000 compounds, 0.86% hits; inhibition, % at 5 µM; AID 588850; KKLEB NF-kB-GFP reporter, PAF-induced, GFP fluorescence overnight;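 active = at least 50% inhibition at 5 µM, scaled per plate between neutral and stimulator controls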;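 also: PAF is a Pseudomonas aeruginosa culture filtrate used as stimulus; plate controls were PAF-stimulated DMSO wells for no effect and unstimulated DMSO wells for full effect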
Numbers without * were called inactive; . = no result given; & = joins results of further samples.

Below each SMILES – TRPM1 prom inh	KKLEB tox	TWEAK-Fn14 inh	HIF-2a block	C8 TRAIL sens	NR2E3 ag-1	Shn3 inh set2	Peg3 prom inh	NR2E3 ag-2	TROY NFkB inh	CF NFkB inh
CCCCCC(=O)Nc1c(-c2ccc(OC)cc2)c(=O)c2ccccc2n1C
  -8	8	-28	11	-1	-25	-19	5	-1	-6	-6
O=C(COc1ccc(Cl)cc1Cl)Nc1ccc(CN2CCCCC2)cc1
  -24	-26	-1	16	0	-3	-4	-12	5	27	20
C/C(=N\NC(=O)c1ccc(N(C)C)cc1)c1ccc(C)cc1C
  -4	3	13	1	-1	-23	-22	14	2	-9	6
Cc1noc(C)c1S(=O)(=O)N1CCCC(C(=O)N2CCc3ccccc3C2)C1 (stereo not drawn)
  5	-15	5	1	11	-20	-8	14	-2	6	8
CN(Cc1ccccc1)C1CCN(Cc2ccccc2[N+](=O)[O-])CC1
  2	-2	6	11	14	-12	7	18	0	-14	-10
CCC/C=C1/CCCOC(C(=O)NCc2ccc(C)o2)(C(F)(F)F)C1 (stereo not drawn)
  4	12	1	5	-9	-14	5	38	.	-7	-15
COC(OC)c1ccc(C#N)c(SCc2ccccc2)n1
  -9	2	-4	15	-6	20	-2	14	-4	-10	10
COc1cc(OC)c(-c2c3cc(O)c(=O)cc-3oc3cc(O)c(O)cc23)cc1OC
  18	-11	62*	22	8	-17	19	34	-3	8	-7
CC(C)c1ccc2c(c1)c(SC(C)(C)C)c(CC(C)(C)C(=O)O)n2Cc1ccc(Cl)cc1
  9	-22	79*	-27	12	-62	-5	2	2&-1	66*	63*
Cc1c(NC(=O)NCc2ccccc2)c(=O)n(-c2ccccc2)n1C
  16	2	-9	7	-10	-1	4	-8	3	10	-2
Cc1nc2ccc(C(=O)N3CCSCC3)cc2s1
  3	-3	-10	-23	-4	-38	-11	-100	0	-14	9
C=C1CCN([C@@H](CC(C)C)C(=O)NCc2ccc(Cl)c(Cl)c2)S(=O)(=O)c2ccccc21
  1	-20	12	13	7	5	23	22	1	-4	40
O=C(NC(=S)NC1CCS(=O)(=O)C1)c1cccs1 (stereo not drawn)
  11	11	-9	5	-1	-25	11	4	-1	-2	-1
Cc1cc(Cl)ccc1OCC(=O)N1CC(C)CC(C)C1 (stereo not drawn)
  -10	8	-26	-47	-26	-35	26	-12	2	-15	2
CSc1ccccc1OCc1cc(C(=O)N2CCN(c3ccccc3)CC2C)no1 (stereo not drawn)
  -45	-18	8	-190	4	-83	-39	-195	-1	-58	-2
COc1ccc(CCC(=O)NC(C)c2ccccc2)cc1OC (stereo not drawn)
  1	12	21	10	-4	-14	2	18	-1	-12	-34
O=C1CCN(C(=O)CSc2ccc(Cl)cc2)N1
  7	5	-2	17	-3	-8	-1	22	5	-10	-3
C=C(Cl)COC(=O)C1C2C=CC(C2)C1C(=O)O (stereo not drawn)
  4	6	1	4	-15	-28	8	2	-1	-6	-9
Cc1ccc(C(=O)OCC(=O)NC2CCCC2)cc1C
  -15	12	-6	-21	-6	9	-22	-29	-3	-33	6
Clc1ccc(OCCCCSc2ncccn2)cc1
  -11	-8	2	-84	-4	-8	-20	-28	0	-28	6

Shown as a hit in TWEAK-Fn14 inh, among the entries above:
Molecule | TRPM1 prom inh | TWEAK-Fn14 inh | HIF-2a block | NR2E3 ag-1 | Shn3 inh set2 | Peg3 prom inh | NR2E3 ag-2 | CF NFkB inh
COc1cc(OC)c(-c2c3cc(O)c(=O)cc-3oc3cc(O)c(O)cc23)cc1OC | 18 | 62* | 22 | -17 | 19 | 34 | -3 | -7
CC(C)c1ccc2c(c1)c(SC(C)(C)C)c(CC(C)(C)C(=O)O)n2Cc1ccc(Cl)cc1 | 9 | 79* | -27 | -62 | -5 | 2 | 2&-1 | 63*

(listing goes on)
Below each SMILES – TRPM1 prom inh	KKLEB tox	TWEAK-Fn14 inh	HIF-2a block	C8 TRAIL sens	NR2E3 ag-1	Shn3 inh set2	Peg3 prom inh	NR2E3 ag-2	TROY NFkB inh	CF NFkB inh
CCc1nc2ccc(C(=O)N3CCN(C(=O)c4ccco4)CC3)cn2c1N(C)C(=O)C1CCCCC1
  .	11	24	12	4	-6	-5	3	.	-2	-5
Cc1cccc(OCCNc2ncccc2[N+](=O)[O-])c1
  .	7	-11	-273	4	-49	-48	-298	.	-72	-25
CCOC(=O)C1[C@H]2C(=O)N(CCCOC)C[C@]23C=C[C@H]1O3 (stereo partly drawn)
  6	16	19	10	-1	-14	1	1	-1	-6	0
C[C@]12c3[nH]c4ccc(Cl)cc4c3CCN1C(=O)[C@@H](CC(=O)NCc1ccco1)C[C@@H]2C(=O)N1CCOCC1
  -9	7	8	13	7	4	-1	5	.	-5	2
O=C(Nc1ccc(F)cc1)c1cccnc1Oc1ccccc1
  -2	-20	4	24	-8	-17	8	21	0	3	27
COc1cccc(C(C)NC(=O)c2c(F)cccc2Cl)c1 (stereo not drawn)
  -9	10	13	11	8	-62	-40	11	1	-3	-5
COc1ccc(OCc2nc3ccc(S(=O)(=O)Nc4ccccc4Cl)cc3[nH]2)cc1
  4	-1	-9	17	8	11	4	-127	1	12	-6
CCc1cccc(C)c1NC(=O)CSc1nnc(Cc2csc(C)n2)o1
  8	20	23	3	5	15	6	1	5	-11	-14
CC(=O)N/N=C\c1cccc(OC/C=C/c2ccccc2)c1
  -13	-5	-24	48*	7	-166	-58	-71	.	-69	3
CC1(C(=O)NS(=O)(=O)Cc2cccc(Cl)c2)CCN1C(=O)Cc1cccs1 (stereo not drawn)
  .	-2	-3	10	-12	-12	10	11	.	2	3
Cc1nnc2c(NC(C)C)nc3ccccc3n12
  -1	1	0	-28	-15	-16	-5	-14	3	3	-2
CCc1ccc(S(=O)(=O)Nc2nnc(N)s2)cc1
  -6	-3	-3	22	-1	-13	7	9	-1	-12	13
O=C(CSCC(=O)Nc1ccc2ccccc2c1)NCc1ccccc1
  -2	5	3	-11	-9	9	-29	-7	2	-4	-8
O=C1N[C@@H](Cc2c[nH]c3ccccc23)COC(=O)[C@@H](Cc2ccc(F)cc2)CC/C=C/C[C@@H]1CC(=O)N(CCO)Cc1ccccc1
  28	22	55*	-23	26	32	24	19	.	30	7
Cc1ccc(NS(=O)(=O)c2cc(C(=O)NCc3ccccn3)ccc2Cl)cc1
  10	9	7	21	-4	0	2	21	0	3	1
CC(C)(C)c1ccc(C(=O)Nc2cccc(S(=O)(=O)NC3=NCCC3)c2)cc1
  -54	-46	5	-141	86*	-59	-10	-135	3	-41	-1
C[C@H](CO)N1C[C@H](C)[C@@H](CN(C)C(=O)Nc2cccc3ccccc23)OCCCC[C@H](C)Oc2ccc(NS(=O)(=O)c3cn(C)cn3)cc2C1=O
  .	13	22	6	5	6	2	-21	.	20	-13
Fc1ccc(Nc2cccc3nccnc23)cc1
  -17	-6	-31	-150	5	-20	-31	-86	-4	-25	7
CC(C)CCN1CCC[C@]2(N[C@H](c3ccc(C(F)(F)F)cc3)[C@@H]3C(=O)N(Cc4ccccc4)C(=O)[C@@H]32)C1=O
  .	-13	0	-1	3	-15	-6	28	.	7	16
O=C(Cn1c(=O)c(=O)n(Cc2ccccc2)c2ccc(Cl)cc21)NCC1CCCO1 (stereo not drawn)
  6	-5	5	10	0	-14	13	25	-4	-2	-14
CCS(=O)(=O)N1Cc2ccccc2CC1C(=O)Nc1ccc(NC(C)=O)cc1 (stereo not drawn)
  22	1	-2	-6	8	-10	3	-2	1	-14	-16
COC(=O)c1cccc(NC(=O)CN2C(=O)c3ccccc3C2=O)c1
  7	1	10	10	-3	25	-8	5	0	27	-24
COc1ccc(CN2C(=O)C(CC(=O)NCCCN(C)C)CC(C(=O)N(C)C)=C2C)cc1 (stereo not drawn)
  .	0	-27	4	-8	2	-1	-7	.	4	3
O=C(Cn1[nH]c(=O)c2ccccc2c1=O)OCC(=O)c1ccccc1
  -11	21	-17	-15	-5	-12	-24	-23	4	-6	2
C=C(C)C(=O)Oc1ccc(N2C(=O)CCC2=O)cc1
  9	9	1	8	-2	-4	-1	-163	-1	4	-3
COc1ccccc1Nc1nn2c(=O)c3ccc(C(=O)NCc4cccnc4)cc3nc2s1
  -18	-10	-15	9	3	22	18	15	-3	1	-14
CCc1ccc(NC(=O)CSc2nnc(-c3cnccn3)n2Cc2ccco2)cc1
  16	9	-4	8	6	9	12	-3	4	-7	4
CN(C)C(=O)NCc1ccc(S(N)(=O)=O)cc1
  -4	-1	1	-5	-8	-5	-11	4	-1	8	-7
COC(=O)[C@H](CCSC)NC(=O)Nc1cc(OC)cc(OC)c1
  -4	10	1	10	-1	28	-4	10	0	-1	2
Cc1ccc(S(=O)(=O)Nc2ccc3ncccc3c2[N+](=O)[O-])cc1
  1	5	0	5	-11	25	6	-5	.	-2	-11
O=C(CN(c1ccc2c(c1)OCCO2)S(=O)(=O)c1ccccc1)NCc1ccc(Cl)cc1
  1	-11	13	13	-22	-13	11	41	-2	17	4
COc1ccc2oc(C(=O)OCC(=O)/C(C#N)=C(\C)N)c(C)c2c1
  -30	2	-31	-125	0	4	-46	-124	1	-50	21
O=C(Nc1cccc(-c2cnc3ccccc3n2)c1)c1cccc(NC(=O)c2ccco2)c1
  36	-10	55*	-69	43	-8	24	46	-2	14	67*
COc1cc(NC(=O)c2cccs2)ccc1NC(=O)c1ccco1
  -90	14	-14	-258	-6	-65	-87	-226	3	-61	-24
Cc1nn(C(C)(C)C)c(OC(=O)c2ccco2)c1Sc1ccccc1
  7	-14	-5	5	-9	-22	-12	13	-4	34	29
C=CCn1c(=O)n2ncnc2c2c3c(sc21)CCCC3
  -7	0	-14	-13	-27	-22	-28	14	-1	14	1
COc1cc(F)ccc1-c1cc(C(=O)NCc2cc(C(F)(F)F)cc(C(F)(F)F)c2)[nH]n1
  .	4	-23	1	21	19	10	4	.	5	8
CCSc1nnc(NC(=O)c2ccc3ccccc3n2)s1
  -9	-3	2	-176	12	-103	-47	-197	1	-61	-30
CN1C2CCC1CC(NS(=O)(=O)c1ccc(C#N)cc1)C2 (stereo not drawn)
  -9	-7	8	9	-12	-7	3	-3	2	7	31
CCOC(=O)C1(Cc2cccc(OC)c2)CCCN(C(=O)CCc2cccnc2)C1 (stereo not drawn)
  -70	0	-26	-257	1	-70	-35	-194	2	-56	-5
COc1ccc(NC(=O)c2cc(-c3ccccc3OC)on2)cc1
  -8	-9	-32	-203	45	-7	-34	-146	7	-36	7
CC(C)NC(=O)CCc1nnc(Cc2cccc(C(F)(F)F)c2)o1
  -56	2	-5	-244	-1	-110	-80	-173	4	-20	-10
CCOC(=O)COc1ccc2c(=O)c(-c3ccc(OC)c(OC)c3)c(C(=O)OCC)oc2c1
  11	-6	2	15	-9	-15	-3	2	-1	20	3
Cn1cnc2c1c(=O)n(Cc1ccc(F)cc1Cl)c(=O)n2C
  6	-1	-3	17	4	5	-7	4	-1	-13	7

Screens (PubChem)

This is a subset; the hit share may differ from the screen's.
